Source: PubChem (Sanford-Burnham Center for Chemical Genomics)
tim10-1 inh = growth inhibitors of tim10-1 mutant yeast. S. cerevisiae tim10-1 ts strain growth, BacTiter-Glo, 24 h. inhibition, % at 20 µM. 330,000 tested, 2.2% active. AID 463190;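 active = inhibition of at least 40%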;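 also: mutant grown at 25 °C; 0% = DMSO wells with yeast and 100% = wells holding no yeast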
mIAP block = blocks mouse intestinal alkaline phosphatase. inhibition, % at 10 µM. AID 2806. purified mouse IAP, CDP-Star luminescence, 30 min. 330,000 tested, 0.2% active;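 active = inhibition of at least 40% at 10 µM in the primary screen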;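 also: plate controls were DMSO with enzyme for no effect and no enzyme wells for full effect; values of inactives mirror those of a sister screen read the other way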
hIAP act = increases human intestinal alkaline phosphatase activity; P09923; purified human IAP, CDP-Star luminescence, 30 min; stronger effect = higher value; 1 = vehicle-only enzyme, 0 = enzyme-free background; activation factor at 10 µM; 330,000 tested, 0.16% active; AID 2524;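 active = activation factor of the enzyme at least 2-fold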; also: the source names both 10 and 20 µM as test concentration; values of inactives mirror those of a sister screen read the other way
Target sequence (P09923 whole entry, looked up): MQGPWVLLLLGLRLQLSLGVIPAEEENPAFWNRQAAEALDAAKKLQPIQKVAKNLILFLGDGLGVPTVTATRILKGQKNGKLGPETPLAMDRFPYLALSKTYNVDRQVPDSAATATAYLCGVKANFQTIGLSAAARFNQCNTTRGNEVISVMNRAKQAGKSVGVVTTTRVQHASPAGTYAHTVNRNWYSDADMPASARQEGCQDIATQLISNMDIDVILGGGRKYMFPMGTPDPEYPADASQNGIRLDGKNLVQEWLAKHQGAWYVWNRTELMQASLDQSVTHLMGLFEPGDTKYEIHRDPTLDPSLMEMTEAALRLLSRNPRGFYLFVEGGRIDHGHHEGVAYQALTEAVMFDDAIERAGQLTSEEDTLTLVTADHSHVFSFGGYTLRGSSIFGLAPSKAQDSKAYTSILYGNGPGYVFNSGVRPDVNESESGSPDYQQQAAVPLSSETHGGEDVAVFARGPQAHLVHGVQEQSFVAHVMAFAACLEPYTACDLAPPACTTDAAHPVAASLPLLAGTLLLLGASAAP
ATG4B inhibitor = ATG4B (human) cysteine protease inhibition; inhibition, % at 8.33 µM; Q9Y4P1; 340,000 tested, 0.51% active; ATG4B cleavage of LC3-PLA2, NBD-HPC fluorescence, 1 h; AID 504462; in the data active = inhibition above about 40%
Target sequence (Q9Y4P1 whole entry, looked up): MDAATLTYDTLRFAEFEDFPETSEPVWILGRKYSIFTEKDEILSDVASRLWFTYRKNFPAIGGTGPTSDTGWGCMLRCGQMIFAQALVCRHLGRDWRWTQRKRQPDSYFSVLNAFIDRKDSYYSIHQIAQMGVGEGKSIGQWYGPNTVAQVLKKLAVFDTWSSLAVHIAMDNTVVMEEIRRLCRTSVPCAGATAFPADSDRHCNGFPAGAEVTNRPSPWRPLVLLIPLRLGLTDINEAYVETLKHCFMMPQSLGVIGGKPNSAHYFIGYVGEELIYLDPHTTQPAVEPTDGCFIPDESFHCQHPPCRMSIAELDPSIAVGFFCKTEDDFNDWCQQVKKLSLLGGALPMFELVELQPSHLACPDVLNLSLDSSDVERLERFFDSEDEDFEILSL
mIAP activ = increases mouse intestinal alkaline phosphatase activity. muIAP, CDP-Star luminescence, 30 min; stronger effect = higher value; 1 = vehicle-only enzyme signal, 0 = enzyme-free wells. activation factor at 10 µM. 330,000 tested, 0.24% active;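 active = activation factor of at least 2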; also: the source names both 10 and 20 µM as test concentration; values of inactives mirror those of a sister screen read the other way
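System: mouse IAP enzyme. Reagent: CDP-Star chemiluminescent phosphatase substrate. Benchmarks: DMSO wells, no-enzyme wells. Times: 30 min enzyme-substrate-compound incubation at room temperature. Detection: luminescence from enzymatic CDP-Star hydrolysis. Doses: test compounds delivered from DMSO solution.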
hIAP inh = human IAP inhibition; P09923; purified IAP, CDP-Star luminescence, 30 min; inhibition, % at 10 µM; 330,000 tested, 0.12% active; AID 2544;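 active = inhibition reaching a set limit with compound at 10 µM in the primary screen, cut at about 35% in these data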;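 also: plate controls were DMSO wells with enzyme for no effect and no-enzyme buffer wells for full effect; values of inactives mirror those of a sister screen read the other way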
Apaf1 inhib = blocks human Apaf-1 apoptosome activity; O14727; reconstituted apoptosome caspase-3 activity, DEVD-Rh110 fluorescence; inhibition, % at 20 µM; 330,000 tested, 0.71% active; AID 489030; active = inhibition of at least 40% at 20 µM;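 also: plate controls were DMSO wells for no effect and DEVD-CHO caspase inhibitor wells for full effect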
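Material: cell-free apoptosome with Apaf-1, procaspase-3 and caspase-9; Buffer or medium: Hepes pH 7.5 with detergent and BSA; Reagent: cytochrome c trigger plus (Z-DEVD)2-Rh110 caspase-3 substrate; Times: compound with Apaf-1, dATP, procaspase-3 30 min, then 50 min reaction, room temperature; Technique: Rh110 fluorescence intensity.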
TIM10 inh = growth inhibitors of TIM10 yeast strain. S. cerevisiae TIM10 strain growth, BacTiter-Glo luminescence, 24 h. AID 463195. 330,000 tested, 1.4% active. inhibition, % at 10 µM;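 active = inhibition of 40% or more at the single tested concentration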;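 also: wild-type TIM10 isogenic control strain grown at permissive 25 °C; 0% = DMSO yeast wells and 100% = minimal medium wells without yeast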
NLRP3 yeast inh = blocks the NALP3 inflammasome reconstituted in yeast | Yeast reconstituted NLRP3/ASC/caspase-1, beta-gal luminescence, 24 h | inhibition, % at 10 µM | 330,000 tested, 0.39% active | AID 2825;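 active = inhibition of 50% or more; inactive = inhibition below 50%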;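 also: plate controls were induced DMSO wells for no effect and uninduced yeast grown without galactose for full effect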
The depositor's hits bear a star; x = no result given.

cpd	Structure	mIAP block	ATG4B inhibitor	mIAP activ	hIAP inh	NLRP3 yeast inh
1	Cc1cc(=O)nc2c3ccccc3n(CC(=O)NCCC3=CCCCC3)n12	1.9	-1.9	0.981	-2.3	4.8
2	CSc1ccccc1-c1nnc(-c2ccc(Cl)c(Cl)c2)o1	17.9	-7.2	0.821	7.0	21.4
3	O=C(CCS(=O)(=O)Cc1ccccc1)Nc1ccc2c(c1)OCCO2	-5.1	-3.8	1.05	8.6	-4.1
4	COc1ccc2c(c1)[C@H]1[C@H](CO2)[C@H](c2ccccc2)[C@]2(C)C(=O)N[C@@H](C)C(=O)N12	-1.1	x	1.01	-5.8	-9.8
5	CN(C)CC(=O)Nc1cc(C(F)(F)F)ccc1Cl	5.6	-1.9	0.944	12.9	4.7
6	CCN(CC(=O)Nc1ccc(NC(C)=O)cc1)C(=O)c1cc(-c2ccccc2)nn1-c1ccccc1	-8.3	-9.5	1.08	-12.3	25.4
7	O=C(CCC1CCCC1)NC1CCCCC1	-11.5	5.7	1.11	-13.8	24.6
8	Cc1nc(Cl)c(C(=O)Nc2cccc(F)c2)c(C)c1Cl	-3.2	8.0	1.03	2.9	-0.4

cpd	TIM10 inh	hIAP act	tim10-1 inh	Apaf1 inhib
1	-3.6	1.02	17.1	6.4
2	-0.4	0.93	1.3	6.9
3	-16.5	0.914	-7.7	-5.3
4	-0.6	1.06	16.0	-3.0
5	-4.2	0.871	3.2	4.8
6	7.9	1.12	-0.7	9.0
7	11.0	1.14	27.3	-4.7
8	19.1	0.971	39.7	-14.8

Further compounds follow.
cpd	Structure	mIAP block	ATG4B inhibitor	mIAP activ	hIAP inh	NLRP3 yeast inh
9	COc1ccc(OC)c(-c2csc(NC(=O)C3=NN(c4ccccc4)C(=O)CC3)n2)c1	-12.1	-25.4	1.12	1.4	17.9
10	Cc1cccc(C(=O)Nc2nnc(SCC(=O)Nc3ccc4c(c3)oc3ccccc34)s2)c1	-5.3	-1.9	1.05	6.6	-7.8
11	c1ccc(Cn2nnnc2C(c2cccnc2)N2CCN(c3ccccc3)CC2)cc1 (centres undefined)	-6.3	1.0	1.06	11.0	-3.8
12	COc1ccc(/C=C/C(=O)Nc2nc(C)cc(C)n2)cc1OC	-1.0	-7.6	1.01	8.9	0.8
13	CCc1ccccc1NC(=O)CC(NCc1ccccc1)C(=O)O (centres undefined)	2.1	-3.5	0.979	-31.3	2.5
14	NS(=O)(=O)c1ccc(CCNC(=O)c2ccc3c(=O)n4c(nc3c2)CCCCC4)cc1	-14.0	-51.0	1.14	-24.2	-1.2
15	CCC(c1nnnn1Cc1ccccc1)N1CCN(c2ccc(OC)cc2)CC1 (centres undefined)	0.5	-9.5	0.995	8.8	5.1
16	CC(NC(=O)c1ccccc1)c1nnc(SCC(=O)NC2CCCC2)n1C (centres undefined)	-1.5	-8.1	1.01	-0.1	23.0

cpd	TIM10 inh	hIAP act	tim10-1 inh	Apaf1 inhib
9	25.2	0.986	25.4	16.5
10	-14.8	0.934	-22.3	-2.0
11	16.1	0.89	2.3	-1.3
12	14.5	0.911	14.9	0.0
13	-0.5	1.31	0.1	-8.0
14	17.5	1.24	4.1	8.7
15	26.5	0.912	-0.6	4.2
16	-15.1	1	21.5	-0.8

The list goes on:
cpd	Structure	mIAP block	ATG4B inhibitor	mIAP activ	hIAP inh	NLRP3 yeast inh
17	CC1CN(C(=O)C(C)Sc2nnnn2C)CC(C)O1 (centres undefined)	-6.9	-13.8	1.07	-1.4	7.1
18	CS(=O)(=O)c1ccc(NS(=O)(=O)c2ccc(Cl)c(C(=O)NCc3ccco3)c2)cc1	1.9	0.0	0.981	-21.8	-8.0
19	O=C(O)c1ccccc1NC(=O)C1C2C=CC(C2)C1C(=O)O (centres undefined)	-2.8	-2.9	1.03	4.3	4.0
20	CCOC(=O)c1sc2c(c1C)c(=O)c(C(=O)OCC)cn2CC	-6.3	-7.3	1.06	-12.3	9.9
21	COc1cc2c(cc1OC)-c1cc(Nc3ccc(C)cc3)nc(=O)n1CC2	1.9	-10.0	0.981	-6.4	11.4
22	CC1(C)OC(C(=O)NC2CCCCC2)C(C(=O)NC2CCCCC2)O1 (centres undefined)	-12.1	-11.2	1.12	-33.7	14.6
23	CCOc1ccc(NC(=O)N2CCC(n3nnc4ccccc43)CC2)cc1	-4.1	-10.1	1.04	2.3	-3.9
24	Cc1c(OCC(=O)NCCCN2CCCC2=O)ccc2c3c(c(=O)oc12)CCCC3	-5.3	2.6	1.05	-10.2	0.2

cpd	TIM10 inh	hIAP act	tim10-1 inh	Apaf1 inhib
17	10.3	1.01	-4.6	2.5
18	9.7	1.22	1.0	-4.1
19	1.1	0.957	12.1	-5.9
20	0.3	1.12	18.6	-14.9
21	8.6	1.06	8.8	2.0
22	-11.4	1.34	2.4	-7.8
23	4.5	0.977	3.0	-13.1
24	9.7	1.1	6.7	13.0

The results go on:
cpd	Structure	mIAP block	ATG4B inhibitor	mIAP activ	hIAP inh	NLRP3 yeast inh
25	CC(C)(C)[C@H]1COC(=O)[C@@H](Cc2ccc(F)cc2)CC/C=C/C[C@@H](CC(=O)N[C@@H](CO)Cc2ccccc2)C(=O)N1	-10.6	-7.9	1.11	-6.6	4.8
26	O=C(NC1CCCCC1)C1Cc2ccccc2CN1S(=O)(=O)c1ccc(F)cc1 (centres undefined)	-6.6	-5.9	1.07	-5.1	18.1
27	O=C(Oc1cccc2cccnc12)c1ccc(N2C(=O)C3C4CCC(C4)C3C2=O)cc1 (centres undefined)	-0.7	-6.7	1.01	-10.1	-5.4
28	CCCC1(C(=O)OCC)NC(c2ccc(OC)cc2OC)C2C(=O)N(c3ccc4c(c3)OCCO4)C(=O)C21 (centres undefined)	10.4	-0.3	0.896	6.1	8.6
29	COc1ccc2oc(-c3ccc(C)c(NC(=O)CSc4ccc(Cl)cc4)c3)nc2c1	-8.0	-9.7	1.08	0.9	15.7
30	CCCc1c(C)nc(N2CCN(c3ccc(F)cc3)CC2)[nH]c1=O	2.1	-2.1	0.979	10.3	16.8
31	O=c1cc(NC2CCCCC2)[nH]c(=O)[nH]1	-9.8	-1.0	1.1	-14.7	21.4
32	COc1ccc(CCNC(=O)CS(=O)(=O)c2cn(CC(=O)N(C(C)C)C(C)C)c3ccccc23)cc1OC	-0.6	-7.9	1.01	-25.1	-8.8

cpd	TIM10 inh	hIAP act	tim10-1 inh	Apaf1 inhib
25	11.7	1.07	12.4	17.5
26	10.3	1.05	31.4	-12.0
27	1.6	1.1	11.1	13.3
28	16.4	0.939	14.5	6.9
29	6.2	0.991	16.1	-4.7
30	18.3	0.897	6.8	-16.9
31	-23.8	1.15	-17.7	7.0
32	9.3	1.25	9.9	3.9

(listing goes on)
cpd	Structure	mIAP block	ATG4B inhibitor	mIAP activ	hIAP inh	NLRP3 yeast inh
33	CN(CC(=O)Nc1ccc(F)c(F)c1F)C(=O)CCc1nc2sc3c(c2c(=O)[nH]1)CCCC3	8.0	2.4	0.92	0.5	3.5
34	Cc1nc2oc3c(NCC4CCCO4)ncnc3c2c2c1COC(C)(C)C2 (centres undefined)	5.8	-2.5	0.942	-8.9	-24.4
35	CCN(c1ccccc1)S(=O)(=O)c1ccc(OC)c(NC(=O)C2CCC2)c1	-6.7	7.7	1.07	8.6	10.2
36	Cc1ccnc(NC(=O)CN2C(=O)NC(C)(c3ccc4ccccc4c3)C2=O)c1 (centres undefined)	-1.8	-19.1	1.02	-14.9	2.4
37	CCn1c(SCC(=O)NC2CCCCC2)nnc1-c1cccs1	22.1	-4.1	0.778	9.8	2.0
38	CC(C)(C)[C@@H]1COC(=O)[C@H](Cc2ccc(F)cc2)C/C=C\C[C@@H](CC(=O)NCCO)C(=O)N1	8.6	2.8	0.914	12.6	8.3
39	CCN(CC)CCCC(C)NC(=O)c1cccc(S(=O)(=O)N2CCc3ccccc32)c1 (centres undefined)	-7.7	0.2	1.08	-16.5	-9.6
40	CCc1ccc(C(C(=O)NC2CCCC2)N(C(=O)/C=C/C(=O)Nc2cc(C)on2)c2ccccc2C)cc1 (centres undefined)	3.6	-0.1	0.964	-13.8	-3.5

cpd	TIM10 inh	hIAP act	tim10-1 inh	Apaf1 inhib
33	-8.9	0.995	-3.3	10.9
34	24.6	1.09	32.5	-10.8
35	10.6	0.914	12.1	3.0
36	-5.2	1.15	1.0	17.5
37	-4.5	0.902	2.8	-1.9
38	4.3	0.874	-3.6	-5.5
39	-0.1	1.17	21.0	8.1
40	-11.2	1.14	18.5	25.6

3 compounds picked at random from the list so far:
cpd	Structure	mIAP block	ATG4B inhibitor	mIAP activ	hIAP inh	NLRP3 yeast inh
40	CCc1ccc(C(C(=O)NC2CCCC2)N(C(=O)/C=C/C(=O)Nc2cc(C)on2)c2ccccc2C)cc1 (centres undefined)	3.6	-0.1	0.964	-13.8	-3.5
38	CC(C)(C)[C@@H]1COC(=O)[C@H](Cc2ccc(F)cc2)C/C=C\C[C@@H](CC(=O)NCCO)C(=O)N1	8.6	2.8	0.914	12.6	8.3
33	CN(CC(=O)Nc1ccc(F)c(F)c1F)C(=O)CCc1nc2sc3c(c2c(=O)[nH]1)CCCC3	8.0	2.4	0.92	0.5	3.5

cpd	TIM10 inh	hIAP act	tim10-1 inh	Apaf1 inhib
40	-11.2	1.14	18.5	25.6
38	4.3	0.874	-3.6	-5.5
33	-8.9	0.995	-3.3	10.9

The list goes on:
cpd	Structure	mIAP block	ATG4B inhibitor	mIAP activ	hIAP inh	NLRP3 yeast inh
41	COc1ccc(NCC(=O)Nc2ccc(Cl)cc2C)c(OC)c1	5.3	3.5	0.947	15.6	17.7
42	O=C(Nc1ccc2c(c1)OCCO2)C1CCN(S(=O)(=O)c2cccs2)CC1	-6.9	-7.3	1.07	4.3	5.0
43	CCS(=O)(=O)c1nc(S(=O)(=O)c2ccc(C)cc2)c(N2CC(C)OC(C)C2)s1 (centres undefined)	-2.3	3.4	1.02	-7.4	-5.3
44	Cn1c(Cn2cnc3ccccc32)nnc1SCc1ccccc1	7.2	-4.8	0.928	5.7	9.6
45	COc1cccc(C(=O)c2c(C)c(CCC#N)n3ccccc23)c1	-11.6	2.8	1.12	-15.1	-3.2

cpd	TIM10 inh	hIAP act	tim10-1 inh	Apaf1 inhib
41	9.0	0.844	19.6	-11.1
42	-2.1	0.957	28.1	10.1
43	15.5	1.07	19.5	3.0
44	7.3	0.943	9.0	-0.4
45	8.9	1.15	36.7	3.7
